# MEKK2 mut-MEK5: MEK5 binding signal on mutant MEKK2 PB1, primary screen, biochemical, multiplex bead flow cytometry, Alexa488-MEK5 | Alexa488-MEK5 binding to MEKK2 mutant | percent response, % at 10 µM | 290,000 compounds, 0.35% hits; in the data active = percent response above about 24%, passing the limit was not always enough; also: inactives centre near 1; some results filed as inactive read as strong as hits
# NALP1 inh: NALP1 inflammasome inhibitors in reconstituted yeast, colorimetric, S. cerevisiae, triplicate retest | AID 2071, 2009 | inhibition, % at 10 µM | 280,000 compounds, 0.61% hits | S. cerevisiae NALP1/ASC/caspase-1 growth, X-gal OD620, 72 h; in the data active = inhibition mostly above about 24%, no sharp cut-off; inactive = mostly below about 32%; also: some compounds called inactive have numbers as strong as hits
# OXTR ag: human OXTR agonists, primary screen, fluorescence, CHO-OTR cells, Fluo-8 calcium; activation, % at 3 µM; Oxytocin receptor (Homo sapiens), P30559; 320,000 compounds, 0.32% hits; Fluo-8 calcium fluorescence; normalized: DMSO 0%, oxytocin 100%; AID 2435, 2010;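 active = activation above the mean of all tested compounds plus 3 SD, cutoff set per screening run, cut at about 20% in these data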;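 also: peak over basal fluorescence ratio from a 100 s FLIPR kinetic read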
# Target sequence (P30559 whole entry, looked up): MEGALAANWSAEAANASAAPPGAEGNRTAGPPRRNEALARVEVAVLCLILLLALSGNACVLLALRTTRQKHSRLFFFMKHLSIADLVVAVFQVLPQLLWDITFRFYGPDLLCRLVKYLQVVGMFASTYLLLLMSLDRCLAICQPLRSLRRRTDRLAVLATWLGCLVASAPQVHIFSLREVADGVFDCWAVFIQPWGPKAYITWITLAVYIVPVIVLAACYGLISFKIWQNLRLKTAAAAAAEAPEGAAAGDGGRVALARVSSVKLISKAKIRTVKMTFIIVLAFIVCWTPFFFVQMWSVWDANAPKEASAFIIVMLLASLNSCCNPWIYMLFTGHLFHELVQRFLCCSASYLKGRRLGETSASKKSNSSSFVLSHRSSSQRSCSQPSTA
# PfM18AAP inh: PfM18AAP inhibitors, malaria aminopeptidase, primary screen, biochemical, QFRET, recombinant enzyme | H-Glu-NHMec fluorogenic cleavage | inhibition, % at 7.35 µM | 290,000 compounds, 1.2% hits;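 active = inhibition above the campaign mean inhibition over all tested compounds plus 3 SD, cut at about 28% in these data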;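 also: 0% = plate median of test compound wells and 100% = 2 mM ZnCl2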
# MEKK2wt PB1 HTS: modulators of MEK5 binding to wildtype MEKK2, primary screen, biochemical, multiplex bead flow cytometry, Alexa488-MEK5; Mitogen-activated protein kinase kinase kinase 2 (Homo sapiens), Q9Y2U5; Alexa488-MEK5 binding to MEKK2 WT; actives lie on both sides; binding response (% of control), % at 10 µM; 290,000 compounds, 1.1% hits; AID 1531, 2009; in the data active = binding response below about 67% or above about 130%
# GalR3 antag: GalR3 antagonists in HEK293 cells, primary screen, cell-based, fluorescence readout. Galanin receptor type 3 (Homo sapiens), O60755. HEK293 GalR3-CNG cAMP membrane potential fluorescence; galR3 body fused to GalR1 C-terminus. inhibition, % at 3 µM. 360,000 compounds, 0.44% hits. AID 651719, 2012;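 active = inhibition above the screen-wide average plus 3 SD, cut at about 13% in these data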;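 also: forskolin and galanin both at EC90 stimulate the cells; cAMP rise reported by CNG channel membrane potential dye signal; 0% = forskolin plus galanin with DMSO and 100% = forskolin alone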
# Target sequence (O60755 1-299 limits assumed): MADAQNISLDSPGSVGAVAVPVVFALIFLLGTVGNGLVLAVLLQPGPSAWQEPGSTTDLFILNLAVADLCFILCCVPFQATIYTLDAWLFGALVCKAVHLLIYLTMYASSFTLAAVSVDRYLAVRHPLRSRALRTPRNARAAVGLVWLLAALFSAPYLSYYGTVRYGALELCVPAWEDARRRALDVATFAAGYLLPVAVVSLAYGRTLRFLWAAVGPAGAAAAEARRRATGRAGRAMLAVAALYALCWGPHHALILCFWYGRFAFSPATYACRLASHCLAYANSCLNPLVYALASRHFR
# V1R ag counter: agonists of human V1a receptor, primary screen, counter-screen for OXTR agonist project, fluorescence, CHO-V1R cells | Vasopressin V1a receptor (Homo sapiens), P37288 | Fluo-8 calcium fluorescence, agonist mode; 0% DMSO, 100% 3 nM vasopressin | activation, % at 3 µM | 320,000 compounds, 0.25% hits;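 active = activation above the mean activation of all tested compounds plus 3 SD, per screening run, cut at about 20% in these data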;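 also: signal is peak over basal fluorescence ratio across a 100 second FLIPR read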
# GPR7 antag: GPR7 receptor antagonists, primary screen, cell-based, fluorescence, single concentration; GPR7-expressing cells, fluorescence antagonist assay; AID 1861, 2009; inhibition, % at 4.4 µM; Neuropeptides B/W receptor type 1 (Homo sapiens), P48145; 290,000 compounds, 1.1% hits; in the data active = inhibition above about 16%, passing the limit was not always enough;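 also: cells stimulated with the agonist NPW; 0% = agonist with vehicle and 100% = vehicle without agonist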
# Target sequence (P48145 whole entry, looked up): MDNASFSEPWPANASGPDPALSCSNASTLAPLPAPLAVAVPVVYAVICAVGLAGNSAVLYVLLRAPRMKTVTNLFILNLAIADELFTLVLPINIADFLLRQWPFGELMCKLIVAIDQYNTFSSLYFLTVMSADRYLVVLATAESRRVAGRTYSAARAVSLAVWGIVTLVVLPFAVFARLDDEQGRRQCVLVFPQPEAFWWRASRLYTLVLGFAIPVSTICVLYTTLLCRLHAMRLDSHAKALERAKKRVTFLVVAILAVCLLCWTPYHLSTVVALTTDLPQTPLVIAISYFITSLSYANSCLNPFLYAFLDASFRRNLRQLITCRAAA
# OXTR potentiate: human OXTR potentiators, primary screen, fluorescence, CHO-OTR cells, Fluo-8 calcium | 320,000 compounds, 0.061% hits | Fluo-8 calcium fluorescence, potentiator mode; 0% = oxytocin EC15, 100% = EC100 | activation, % at 3 µM | AID 2445, 2010 | Oxytocin receptor (Homo sapiens), P30559;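 active = activation above that plate's cutoff, the mean activation of tested compounds plus 3 SD, cut at about 6.6% in these data, passing the limit was not always enough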;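 also: 100% uses oxytocin at 75 nM as the full agonist control; some results filed as inactive read as strong as hits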
#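 Measured by – Fluo-8 calcium dye fluorescence · Test system – human OTR in CHO cells · Dosing – one concentration, 3.0 µM compound · Controls – EC15 oxytocin alone as 0%, 75 nM oxytocin as 100% · Evaluation – normalized max/min fluorescence ratio, % activation · Timing – 6 min pre-incubation, 100 s read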
# An asterisk follows results filed as active; · = no result given. Rows were taken by chance (roughly 4.1% active in at least one column).
# A first look (4 entries):
SMILES,MEKK2 mut-MEK5,NALP1 inh,OXTR ag,PfM18AAP inh,MEKK2wt PB1 HTS,GalR3 antag,V1R ag counter,GPR7 antag,OXTR potentiate
CCOCc1nnc(NC(=O)c2cc(OC)c(OC)c(OC)c2)s1,-8,7,-0.2,-2,87,8,0.3,-9,-4
COc1ccc(-c2noc(CN(Cc3nccn3C)C(C)C)n2)cc1,-2,·,1.1,2,94,-4,0.9,-12,1
COC(=O)c1ccc(C(=O)OC)c(NC(=O)N2c3ccccc3Sc3ccccc32)c1,2,41,-0.3,0,97,-4,0.7,-8,-1
O=C(NCc1ccccc1Cl)C(=O)c1cn(CC(=O)N2CCOCC2)c2ccccc12,0,0,0.4,-1,99,-5,1.2,-12,-8

# The listing, from the first entry:
SMILES,MEKK2 mut-MEK5,NALP1 inh,OXTR ag,PfM18AAP inh,MEKK2wt PB1 HTS,GalR3 antag,V1R ag counter,GPR7 antag,OXTR potentiate
CCOCc1nnc(NC(=O)c2cc(OC)c(OC)c(OC)c2)s1,-8,7,-0.2,-2,87,8,0.3,-9,-4
COc1ccc(-c2noc(CN(Cc3nccn3C)C(C)C)n2)cc1,-2,·,1.1,2,94,-4,0.9,-12,1
COC(=O)c1ccc(C(=O)OC)c(NC(=O)N2c3ccccc3Sc3ccccc32)c1,2,41,-0.3,0,97,-4,0.7,-8,-1
O=C(NCc1ccccc1Cl)C(=O)c1cn(CC(=O)N2CCOCC2)c2ccccc12,0,0,0.4,-1,99,-5,1.2,-12,-8
Cc1ccc(NS(=O)(=O)c2cc([N+](=O)[O-])ccc2NNC(=S)Nc2cccc(Cl)c2)c(C)c1,-2,8,0.0,32*,68,·,0.7,-12,-9
Cc1[nH]c2ccccc2c1CN1CCC(Cc2ccccc2)CC1,30,18,16,-10,145*,0,11,4,-4
CNC(=S)N(Cc1ccc2c(c1)OCO2)C1CC(=O)N(c2ccc(F)cc2)C1=O (configuration not stated),-6,·,9.3,8,93,-1,10,3,-15
Cc1ccccc1NC(=O)CCS(=O)(=O)c1ccc(Br)s1,0,24,-0.5,-16,101,-9,2.4,7,-13
CCOC(=O)C1(Cc2cccc(F)c2)CCN(C(=O)c2cnc(C)cn2)CC1,0,-3,-0.7,0,97,-3,-0.4,0,-18
CCOC(=O)C1CCN(C(=O)CS(=O)(=O)Cc2nc(-c3ccccc3Cl)oc2C)CC1,1,-2,7.0,-1,98,·,6.9,-8,-5
CCOc1ccc(-n2cnnn2)cc1S(=O)(=O)N1CCCCC1,7,·,0.1,1,108,2,0.4,-7,-7
CN(c1cccc(Cl)c1)S(=O)(=O)c1cccc(C(=O)Nc2nc3ccccc3[nH]2)c1,18,11,0.1,-3,130,-8,1.2,6,-11
Cc1ccccc1C(=O)NNC(=O)c1ccncc1,1,10,·,-3,101,-4,·,-7,·
COc1cc(Cl)c(C)cc1NC(=O)CN1C(=O)C2CC=CCC2C1=O (configuration not stated),·,·,-0.9,·,·,1,-0.7,·,0
COC(=O)CCC(=O)Nc1cc(OC)c(OC)cc1Cc1nccc2cc(OC)c(OC)cc12,6,13,-0.3,0,108,-10,0.9,-2,5
COc1ccccc1/C=N/NC(=O)c1nnn(-c2nonc2N)c1-c1ccccc1,8,9,1.4,5,110,-3,1.1,-13,-11
COc1ccccc1C(=O)NC(CCSC)C(=O)NCC(c1cccs1)N1CCOCC1 (configuration not stated),·,·,-1.5,·,·,2,-1.1,·,7
CCOC(=O)C1=C(C)Nc2ncnn2C1c1cccnc1 (configuration not stated),3,0,-1.1,-11,109,0,0.6,9,-11
C=CCn1c(=O)c(C(=O)NCc2ccc3c(c2)OCO3)c(O)c2cc(OC)c(OC)cc21,4,10,·,2,99,-9,·,-17,·
CN(C)c1cc(-c2ccc(Br)cc2)oc(=O)c1Cl,-3,-2,-0.7,2,95,0,-0.1,-4,-10
CCOC(=O)c1sc2nc(C)cc(-c3ccccc3)c2c1N,6,24,-0.8,3,90,3,0.4,-6,-3
CN(CC(=O)Nc1cccc(F)c1)C(=O)c1ccncc1,5,-7,-0.1,-11,103,0,2.4,-6,-4
Cc1ccc(-n2c(SCC(=O)N3CCOCC3)nnc2-c2cccnc2)cc1,1,8,-0.7,6,98,·,0.9,3,-3
Cn1c(=O)c(C(=O)COC(=O)c2cc(-c3ccccc3)nc3ccccc23)c(N)n(Cc2ccccc2)c1=O,-4,17,0.4,6,92,·,1.6,9,2
CC(=O)NC(CC(=O)OCC(=O)N1c2ccccc2NC(=O)C1(C)C)c1ccccc1 (configuration not stated),·,·,-1.0,·,·,-7,-0.5,·,-8
SMILES,MEKK2 mut-MEK5,NALP1 inh,OXTR ag,PfM18AAP inh,MEKK2wt PB1 HTS,GalR3 antag,V1R ag counter,GPR7 antag,OXTR potentiate
COc1ccccc1-n1c(SCC(=O)N2CCOCC2)nc2ccccc2c1=O,-7,8,-1.5,2,95,-5,0.0,-3,-11
Cc1ccc(NCc2nnc(SCCN3CCCCC3)n2CC2CCCO2)c(C)c1 (configuration not stated),2,23,-0.8,1,102,-7,0.2,-1,-18
CCOC(=O)C(C)n1cnc2c(nnn2-c2ccccc2)c1=O (configuration not stated),5,3,-0.3,-1,95,·,0.2,-7,1
N#C/C(=C\c1ccc(-c2ccc(F)cc2)o1)C(=O)Nc1nc(-c2cccs2)cs1,5,22,-0.7,14,92,-1,-0.1,20,-10
CCCC1(C(=O)OCC)NC(c2ccc(O)cc2)C2C(=O)N(c3ccc4c(c3)OCCO4)C(=O)C21 (configuration not stated),3,-4,-0.6,-3,110,-3,0.4,-2,-5
CCc1nc2cc([N+](=O)[O-])c([N+](=O)[O-])cc2[nH]1,-2,22,2.9,-8,97,5,2.4,-11,-6
CCOc1ccc(N2C(=O)CCC2=O)cc1,0,·,1.7,0,100,-1,-0.8,-16,3
CCC(CO)Oc1cc(NC(=O)c2cccc(C)c2)c2ncn(C(C)C)c2c1 (configuration not stated),·,·,0.5,·,·,2,0.4,·,5
CC(C)(C)c1ccc(OCCCN2CCCC2)cc1,11,18,1.4,4,114,1,1.6,-19,-4
O=C(CNC(=O)c1cccc(F)c1)N/N=C/c1ccc([N+](=O)[O-])s1,-1,-1,-1.4,6,99,-8,-0.7,5,-6
CC12CCC(=O)N1C(C(=O)OCC(=O)Nc1ccc(Cl)c(Cl)c1)CS2 (configuration not stated),-2,-2,12,-8,92,-6,9.7,-2,-28
Cc1cccc(CCNC(=O)CC2C(=O)NCCN2Cc2ccccc2C)n1 (configuration not stated),3,-5,0.6,10,106,3,1.7,-9,-2
CCOc1ccc2[nH]c(=O)c(CN(Cc3cccnc3)C(=O)Nc3ccccc3OC)cc2c1,17,8,-1.9,0,107,1,-1.3,6,-3
CCCCCc1nnc(NC(=O)OCCC)s1,-3,28,-1.4,7,95,-5,-0.9,2,-15
Cc1nc2ccccc2c(=O)n1/N=C/c1ccccn1,7,6,-0.2,-2,109,-12,0.3,-5,-10
O=C(Nc1cccc(-c2nnco2)c1)c1cccs1,0,-3,-1.0,-6,96,-1,0.1,-1,-8
Cc1ccc(C)c(S(=O)(=O)NCc2ccc(C(=O)N3CCCCCC3)cc2)c1,3,25,4.8,-9,98,3,7.9,1,-3
O=C1CC(Sc2ncccn2)C(=O)N1c1ccccc1 (configuration not stated),2,8,3.6,4,109,-4,0.0,12,-9
Cc1cc(OCC(=O)Nc2ccccc2C(N)=O)c2c(C)cc(=O)oc2c1,2,11,0.1,-7,102,0,0.1,2,2
COc1ccc(CNC(=O)C(OC(C)=O)c2ccccn2)cc1 (configuration not stated),-2,14,1.2,-8,87,-4,-0.7,-4,0
CC(C)n1nc(C(=O)Nc2cccc(S(=O)(=O)NCc3ccco3)c2)c2ccccc2c1=O,20,·,0.5,-5,121,-2,0.3,-15,-6
O=C(O)c1ccc(C2SCC(=O)N2Cc2ccccc2)cc1 (configuration not stated),2,11,-0.2,-3,104,8,0.6,-6,-11
CCOC(=O)N1CCN(C(=O)/C(=C/c2cccc3ccccc23)NC(=O)c2ccc(OC)cc2)CC1,4,46,-0.6,8,100,-9,-0.5,-9,1
O=C(CSc1nc2ccc(Cl)cc2[nH]1)Nc1ccc2[nH]c(=O)[nH]c2c1,·,·,-1.1,·,·,-2,-0.7,·,-8
COc1ccc(C(=O)/C=C/c2ccccc2)c(O)c1,2,3,-1.0,-4,90,-6,0.0,5,-3

# Part of the list above, tab-delimited:
SMILES	MEKK2 mut-MEK5	NALP1 inh	OXTR ag	PfM18AAP inh	MEKK2wt PB1 HTS	GalR3 antag	V1R ag counter	GPR7 antag	OXTR potentiate
CC(C)(C)c1ccc(OCCCN2CCCC2)cc1	11	18	1.4	4	114	1	1.6	-19	-4
O=C1CC(Sc2ncccn2)C(=O)N1c1ccccc1 (configuration not stated)	2	8	3.6	4	109	-4	0.0	12	-9
CCCC1(C(=O)OCC)NC(c2ccc(O)cc2)C2C(=O)N(c3ccc4c(c3)OCCO4)C(=O)C21 (configuration not stated)	3	-4	-0.6	-3	110	-3	0.4	-2	-5
Cc1cc(OCC(=O)Nc2ccccc2C(N)=O)c2c(C)cc(=O)oc2c1	2	11	0.1	-7	102	0	0.1	2	2
CCOc1ccc2[nH]c(=O)c(CN(Cc3cccnc3)C(=O)Nc3ccccc3OC)cc2c1	17	8	-1.9	0	107	1	-1.3	6	-3

# (next part)
SMILES,MEKK2 mut-MEK5,NALP1 inh,OXTR ag,PfM18AAP inh,MEKK2wt PB1 HTS,GalR3 antag,V1R ag counter,GPR7 antag,OXTR potentiate
N#Cc1c(C(F)(F)F)cc(-c2cccs2)nc1SCc1cccnc1,1,-1,-2.0,0,101,-2,-0.7,-8,-6
O=C(CSc1cccc[n+]1[O-])Nc1ccc(N2CCOCC2)cc1,0,-14,-0.1,4,104,-3,0.9,-8,-8
S=C(Nc1cccc(Cl)c1)N1CCOCC1,3,31,1.8,3,101,-7,1.6,-2,-1
Cc1cc2nc(CN(C)Cc3c(C(=O)N(C)C)nc4ccc(Cl)cn34)[nH]c2cc1C,-11,-14,-2.4,-11,84,-1,0.0,2,-20
O=C(NCc1cccnc1)/C(=C/c1ccc(-c2cccc(Cl)c2)o1)S(=O)(=O)c1ccccc1,15,21,1.2,5,96,4,1.8,21,-14
Brc1c(-c2ccccc2)nc2n1Cc1ccccc1-2,7,13,-2.0,-15,101,-2,-1.9,-10,-3
CC(=O)NC1=NC(=O)/C(=C/c2cc(C)n(-c3ccc(NC(C)=O)cc3)c2C)S1,2,9,0.8,6,100,1,1.7,-2,-8
